Compound activity deposited in PubChem BioAssay by National Center for Advancing Translational Sciences (NCATS).
ERG-DNA inh = blocks human ERG Ets domain binding to DNA. P11308. fluorescence polarization, His-ERG Ets domain / labelled DNA. Potency, µM (doses to about 76.9 µM), without a hit: top-dose FP activity, negative = inhibition, hits mostly inhibitors. 370,000 tested, 0.028% active. AID 624246; active means well fitted inhibition curve with a large enough effect in the polarisation, with a control signal flat; inconclusive means small, poorly fitted or top-dose-only effect, or effect the other way, or a change in a side signal; inactive means no such curve, though single readings can be large or run the other way; the % refers to the polarisation;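 further: polarization taken with two DNA probes labelled with fluorescein and Texas red; % of control where 0% means no effect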
Target sequence (P11308 whole entry, looked up, the tested form may be a part): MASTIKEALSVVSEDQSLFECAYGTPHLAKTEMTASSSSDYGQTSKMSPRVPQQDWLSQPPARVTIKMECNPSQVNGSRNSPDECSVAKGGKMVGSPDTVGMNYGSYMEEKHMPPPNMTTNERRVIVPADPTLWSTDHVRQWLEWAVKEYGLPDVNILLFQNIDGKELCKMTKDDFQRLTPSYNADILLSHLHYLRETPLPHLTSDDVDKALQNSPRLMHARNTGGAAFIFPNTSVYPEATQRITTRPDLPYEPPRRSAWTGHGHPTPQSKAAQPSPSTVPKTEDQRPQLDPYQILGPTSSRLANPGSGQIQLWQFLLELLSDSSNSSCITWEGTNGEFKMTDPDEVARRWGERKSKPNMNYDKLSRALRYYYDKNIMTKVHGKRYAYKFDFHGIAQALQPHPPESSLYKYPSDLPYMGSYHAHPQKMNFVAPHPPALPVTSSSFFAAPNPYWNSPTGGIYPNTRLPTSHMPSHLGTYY
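His-tagged ERG Ets domain (1 uM in the protein solution; 300mM KCl, 50mM Tris-HCl, 1mM EDTA, 1mM DTT, pH 7.5) received compound, then a probe mix of 5 nM fluorescein-DNA and 100nM Texas-615-DNA. Fluorescence polarization was read for both dyes.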
HP1b binding inh = inhibitors of HP1-beta chromodomain binding to methylated histone tails | 390,000 tested, 0.56% active | AlphaScreen HP1-beta / biotin-H3K9me3 peptide binding | Potency, µM (top dose mostly 114 µM), for the others: top-dose activity change, negative = inhibition, hits mostly inhibitors | P83916; further: nearly all actives have a fitted effect of over 70% in size; inactives centre near 23
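HP1-beta protein (50 nM final) preincubated 30 min at room temperature with biotinylated H3(1-18)K9me3 peptide (50 nM) in PBS pH 7.4, 0.01% Tween-20, then compound added for 30 min. AlphaScreen streptavidin donor/nickel chelate acceptor beads (10 ug/mL final), 30 min dark, luminescence read.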
Tb PGK inh = blocks T. brucei phosphoglycerate kinase; 380,000 tested, 0.043% active; P07378; Potency, µM (highest dose often 57.5 µM), for the others: at the highest dose activity change, negative = inhibition, actives largely listed as inhibitors; PGK/GAPDH coupled, Kinase-Glo luminescence, 60 min; further: on the % scale 0 is the no-effect control and ±100 the full control effect; nearly all actives have a fitted effect of over 60% in size
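Recombinant glycosomal PGK reaction used 1,3-bisphosphoglycerate generated in-well by GAPDH (100nM final) in 100mM TEA pH 7.6, 5mM MgCl2, 0.01% Tween-20. After 60 minutes at room temperature, ATP was read by Kinase-Glo Plus luminescence end-point.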
12-LOX inh = inhibitors of human 12S-lipoxygenase ALOX12 | P18054 | purified 12hLO, xylenol orange hydroperoxide absorbance | 580,000 tested, 1.1% active | Potency, µM (doses to about 108 µM), inactives show top-dose activity change, negative = inhibition, hits mostly inhibitors; further: on the % scale 0 is the no-effect control and ±100 the full control effect
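Purified human 12hLO (150 nM final) in 25 mM Hepes, 0.01% Triton X-100, pH 7.0 was preincubated 15 min at room temperature with compound. Then 40 uM arachidonic acid was added, 30 min. Hydroperoxide was read by Fe-XO absorbance ratio 573/405 nm.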
TrxR1 inh = rat TrxR1 inhibition; O89049; recombinant rTrxR1, NADPH fluorescence consumption, selenite substrate; Potency, µM (doses to about 114 µM), for inactives: at the highest dose activity change, negative = inhibition, hits mostly inhibitors; 390,000 tested, 1% active; AID 588453; further: on the % scale 0 is the no-effect control and ±100 the full control effect; nearly all actives have a fitted effect of over 65% in size
Target sequence (O89049 whole entry, looked up): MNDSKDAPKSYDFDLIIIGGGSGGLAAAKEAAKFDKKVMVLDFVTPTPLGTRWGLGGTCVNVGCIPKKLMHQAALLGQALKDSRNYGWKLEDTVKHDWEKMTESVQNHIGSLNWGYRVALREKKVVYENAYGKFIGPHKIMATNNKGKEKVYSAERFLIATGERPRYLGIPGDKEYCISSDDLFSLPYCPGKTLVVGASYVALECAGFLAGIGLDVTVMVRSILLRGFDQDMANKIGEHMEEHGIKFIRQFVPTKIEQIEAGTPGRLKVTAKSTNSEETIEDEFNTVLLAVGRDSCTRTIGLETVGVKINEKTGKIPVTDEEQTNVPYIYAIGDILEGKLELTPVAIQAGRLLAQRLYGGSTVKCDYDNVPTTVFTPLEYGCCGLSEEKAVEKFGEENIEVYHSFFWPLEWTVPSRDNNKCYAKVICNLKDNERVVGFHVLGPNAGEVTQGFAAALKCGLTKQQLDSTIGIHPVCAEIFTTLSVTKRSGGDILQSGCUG
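Rat TrxR1 (90 nM in the dispensed reagent) was pre-reduced with 400 uM NADPH for 5 min at room temperature, then incubated with compound for 15 min. After 400 uM selenite was added, NADPH fluorescence (Ex 340/Em 450 nm) was followed for 8 min.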
JMJD2A Tudor inh = blocks the human JMJD2A Tudor domain. O75164. AlphaScreen JMJD2A-Tudor / H3K4me3 peptide binding. Potency, µM (titrated, usually from 114 µM), for the others: top-dose activity change, negative = inhibition, most hits filed as inhibitors. 390,000 tested, 4.4% active. AID 504339; further: on the % scale 0 is the no-effect control and ±100 the full control effect; nearly all actives have a fitted effect of over 50% in size
Pin1 inh = inhibitors of human Pin1; Potency, µM (doses to about 115 µM), for the others: at the top dose activity, negative = inhibition, most hits filed as inhibitors; 390,000 tested, 0.009% active; Pin1 FP peptide displacement, HiFluor488, 10 min; Q13526; active means well fitted inhibition curve with a large enough effect in the polarisation, with a control signal flat, not every such curve was filed as active; inconclusive means small, poorly fitted or top-dose-only effect, or effect the other way, or a change in a side signal; inactive means no such curve, though single readings can be large or run the other way; the % refers to the polarisation; further: on the % scale 0 is the no-effect control and ±100 the full control effect
RGS4 inh = human RGS4 inhibition. P49798. Transcreener GDP fluorescence polarization, RGS4-accelerated GTP hydrolysis. Potency, µM (doses to about 114 µM), for inactives: at the highest dose activity change, negative = inhibition, usual class: inhibitors. 390,000 tested, 0.039% active. AID 504845; further: on the % scale 0 is the no-effect control and ±100 the full control effect; nearly all actives have a fitted effect of over 75% in size; some results filed as inactive show a strong effect at the top dose
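MLSMR compounds (23 nl, pin-transferred) preincubated 10 min at room temperature with a 500nM (2x) first reagent, then RGS4 at 900nM (2x) plus Transcreener GDP mix added; fluorescence polarization (620/688 nm) read before and after 90 min at 30 °C.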
GLS inhibitor = inhibitors of human glutaminase (GLS) | O94925 | GLS enzymatic activity, qHTS titration | Potency, µM (top dose mostly 45.5 µM), for inactives: at the top dose activity change, negative = inhibition, usual class: inhibitors | 410,000 tested, 0.21% active | AID 624170; further: on the % scale 0 is the no-effect control and ±100 the full control effect
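Two-point fluorescence kinetic (t0, 30 min RT) for hKGA; glutamate detected via glutamate oxidase–HRP–Amplex Red. Substrate: 1 mM L-glutamine solution; buffer 45 mM KH2PO4, pH 8.2.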
The depositor's hits bear a star; i = inactive; ? = inconclusive; · = not tested or not shown; [ ] = dose if it differs, or a comment. Unless noted, the call rests on the fitted dose curve; in most records, active means well fitted curve in the direction sought with a large enough effect; inconclusive means small, poorly fitted or top-dose-only effect, or another doubt; inactive means no such curve, though single readings can be large; an effect the other way counts as inactive or inconclusive. Potency means the concentration at half of the fitted maximal effect. Not all compounds are listed; count on the stated rates, not on these rows.

Abbreviations: A = ERG-DNA inh; B = HP1b binding inh; C = Tb PGK inh; D = 12-LOX inh; E = TrxR1 inh; F = JMJD2A Tudor inh; G = Pin1 inh; H = RGS4 inh; I = GLS inhibitor
SMILES: CCS(=O)(=O)N1CCc2cc(C(=O)NCCc3ccc(OC)c(OC)c3)ccc21
  A: 0% | B: 18% | C: -12% | D: -21% | E: -3% | F: -17% | G: -10% | H: 24% | I: 1%
SMILES: Cc1ccc(C2=Nc3ccc(Br)cc3C(c3ccncc3)=NN2)cc1
  A: -2% | B: -2% | C: -3% | D: 10% | E: 15%[57.1 µM] | F: -23% | G: -3% | H: -10% | I: 8%
SMILES: COC(=O)CC1SC(=O)NC1=Nc1ccc(O)cc1 (configuration not stated)
  A: 2% | B: 13% | C: -3% | D: 151%[activator] | E: -1% | F: -15% | G: -1% | H: 1% | I: 0%
SMILES: Cc1nn(C)cc1CNC(=O)c1cc2n(n1)C(C(F)(F)F)CC(c1cccs1)N2 (configuration not stated)
  A: · | B: 29% | C: 0% | D: -6% | E: -1% | F: -11% | G: 0% | H: -14% | I: -5%
SMILES: CCOC(=O)c1sc(NC(=O)CCN2CCOCC2)c(C(=O)OCC)c1C
  A: 0% | B: 26% | C: -2% | D: 50%[activator] | E: 11%[57.1 µM] | F: -10% | G: 1% | H: -2% | I: 2%
SMILES: Cc1ccccc1Cn1ccc(NC(=O)CCSc2nc(-c3ccco3)cc(C(F)(F)F)n2)n1
  A: -7% | B: 31% | C: 8% | D: 92%[activator] | E: 10%[57.1 µM] | F: -8% | G: 13% | H: -3% | I: -1%
SMILES: COC(=O)Nc1ccc(S(=O)(=O)NNC(=O)c2c(O)c3ccccc3n(C)c2=O)cc1
  A: ? | B: 72%[activator] | C: -8% | D: -1% | E: 22% | F: -9% | G: 7% | H: -8%[56.9 µM] | I: 19%
SMILES: O=C(Nc1ccccc1)C1C(c2ccccc2)C1(Cl)Cl (configuration not stated)
  A: -5% | B: 75%[activator] | C: -9% | D: ? | E: 15%[57.1 µM] | F: 16% | G: -4% | H: -13% | I: -2%
SMILES: CC1CC(C)CN(S(=O)(=O)c2ccc3c(c2)oc(=O)n3CC(=O)N2CCOCC2)C1 (configuration not stated)
  A: -6% | B: 42%[activator] | C: i | D: -11% | E: 13% | F: -17% | G: 6% | H: -2% | I: -3%
SMILES: O=C(Nc1ccc(S(=O)(=O)N2CCOCC2)cc1)c1ccc2c(c1)OCO2
  A: 10% | B: -4% | C: -4% | D: 0% | E: -9% | F: -11% | G: -8% | H: -18% | I: 5%
SMILES: COc1cccc(OC)c1C(=O)Nc1cccc(C(=O)Nc2cccc(C(=O)O)c2)c1
  A: 35%[activator] | B: 29% | C: -4% | D: 10% | E: -22% | F: -19% | G: 6% | H: 2% | I: 1%
SMILES: Cc1c(C(=O)N2CCC(n3nccc3NC(=O)C3CC3)CC2)[nH]c2ccc(Cl)cc12
  A: -2% | B: 14% | C: 2% | D: -8% | E: 11% | F: -34% | G: 0% | H: 1%[11.4 µM] | I: 3%
SMILES: CNc1nc2c(C)cccn2c(=O)c1C=NCc1ccccc1
  A: 8% | B: 65%[activator] | C: -16% | D: 8% | E: 10%[57.1 µM] | F: -8%[57.1 µM] | G: 0% | H: -12%[11.4 µM] | I: 5%
SMILES: N#Cc1ccccc1NS(=O)(=O)c1cc2c3c(c1)CCC(=O)N3CCC2
  A: 9% | B: 33% | C: -4% | D: ? | E: 4% | F: 0% | G: -6% | H: 4% | I: -2%
SMILES: O=C(NN1C(=O)c2ccccc2NC1c1ccco1)c1ccccc1 (configuration not stated)
  A: 1% | B: 6% | C: -4% | D: 481%[activator] | E: 14%[57.1 µM] | F: -12% | G: 0% | H: 21% | I: -6%
SMILES: Cc1ccc(NC(=O)CN(C)C(=O)c2nn(C)c(=O)c3ccccc23)cc1
  A: -24% | B: 66%[activator] | C: i | D: -14% | E: 17% | F: -9% | G: -8% | H: -22%[56.9 µM] | I: 6%
SMILES: Cc1ccc(Oc2nc(-c3ccccc3)ncc2S(C)(=O)=O)cc1
  A: -11% | B: 12% | C: -10% | D: 10% | E: 25% | F: -2% | G: -8% | H: 10% | I: 1%
SMILES: COc1c(Br)cc(Br)cc1/C=N/NC(=O)c1ccncc1
  A: 5% | B: -8% | C: -9% | D: 3% | E: 18%[57.1 µM] | F: -11% | G: -1% | H: 1% | I: 7%
SMILES: O=C(Nc1cccc(Cl)c1)C1CCN(c2nc3ccccc3nc2C(F)(F)F)CC1
  A: 0% | B: -7% | C: -8% | D: -27% | E: -9%[57.1 µM] | F: -12% | G: 0% | H: -11% | I: -10%
SMILES: CCC(CC)c1nc2ccccc2c(=O)[nH]1
  A: 6% | B: 51%[activator] | C: i | D: -3% | E: -6% | F: -7% | G: 3% | H: 3% | I: -4%
SMILES: COc1ccc(C2C(C(=O)Nc3cc(OC)c(OC)c(OC)c3)c3ccccc3C(=O)N2C)cc1 (configuration not stated)
  A: 3% | B: 12% | C: -4% | D: -9% | E: 26%[57.1 µM] | F: -10% | G: -7% | H: -1% | I: 7%
SMILES: C=CCN1C(=O)c2ccc(C(=O)N(CC)CC(=O)Nc3ccc(OC)cc3)cc2C1=O
  A: 3% | B: 19% | C: i | D: 12% | E: 1%[57.1 µM] | F: -19% | G: -9% | H: -16% | I: -1%
SMILES: O=[N+]([O-])c1ccc(N2CCOCC2)cc1SCc1ccco1
  A: -9% | B: -25% | C: -1% | D: -19% | E: -17% | F: ? | G: 4% | H: 7% | I: -4%
SMILES: C=CCN=C1S/C(=C\c2ccc(N(C)C)cc2)C(=O)N1CC=C
  A: -3% | B: 23% | C: -8% | D: -19% | E: -28% | F: -14% | G: ? | H: -9% | I: 4%

3 of the entries above in order of the 12-LOX inh value, highest first:
smiles	12-LOX inh
Cc1ccc(C2=Nc3ccc(Br)cc3C(c3ccncc3)=NN2)cc1	10%
O=C(Nc1ccc(S(=O)(=O)N2CCOCC2)cc1)c1ccc2c(c1)OCO2	0%
O=C(Nc1cccc(Cl)c1)C1CCN(c2nc3ccccc3nc2C(F)(F)F)CC1	-27%

Gathered by group, the compounds so far containing a halogen (seven)
Abbreviations: A = ERG-DNA inh; B = HP1b binding inh; C = Tb PGK inh; D = 12-LOX inh; E = TrxR1 inh; F = JMJD2A Tudor inh; G = Pin1 inh; H = RGS4 inh; I = GLS inhibitor
SMILES: Cc1ccc(C2=Nc3ccc(Br)cc3C(c3ccncc3)=NN2)cc1
  A: -2% | B: -2% | C: -3% | D: 10% | E: 15%[57.1 µM] | F: -23% | G: -3% | H: -10% | I: 8%
SMILES: Cc1nn(C)cc1CNC(=O)c1cc2n(n1)C(C(F)(F)F)CC(c1cccs1)N2 (configuration not stated)
  A: · | B: 29% | C: 0% | D: -6% | E: -1% | F: -11% | G: 0% | H: -14% | I: -5%
SMILES: Cc1ccccc1Cn1ccc(NC(=O)CCSc2nc(-c3ccco3)cc(C(F)(F)F)n2)n1
  A: -7% | B: 31% | C: 8% | D: 92%[activator] | E: 10%[57.1 µM] | F: -8% | G: 13% | H: -3% | I: -1%
SMILES: O=C(Nc1ccccc1)C1C(c2ccccc2)C1(Cl)Cl (configuration not stated)
  A: -5% | B: 75%[activator] | C: -9% | D: ? | E: 15%[57.1 µM] | F: 16% | G: -4% | H: -13% | I: -2%
SMILES: Cc1c(C(=O)N2CCC(n3nccc3NC(=O)C3CC3)CC2)[nH]c2ccc(Cl)cc12
  A: -2% | B: 14% | C: 2% | D: -8% | E: 11% | F: -34% | G: 0% | H: 1%[11.4 µM] | I: 3%
SMILES: COc1c(Br)cc(Br)cc1/C=N/NC(=O)c1ccncc1
  A: 5% | B: -8% | C: -9% | D: 3% | E: 18%[57.1 µM] | F: -11% | G: -1% | H: 1% | I: 7%
SMILES: O=C(Nc1cccc(Cl)c1)C1CCN(c2nc3ccccc3nc2C(F)(F)F)CC1
  A: 0% | B: -7% | C: -8% | D: -27% | E: -9%[57.1 µM] | F: -12% | G: 0% | H: -11% | I: -10%
